ELG1 genotox: induces genotoxicity in HEK293T cells with luciferase-tagged ELG1; HEK293T ELG1-luciferase reporter, luminescence, 16 h; Potency, µM (highest dose often 46 µM), for inactives: at the highest dose activity change, positive = activation, actives largely listed as activators; hit rate 1.3% among 330,000; AID 504466; also: % of control where 0% means no effect; nearly all actives have a fitted effect of over 60% in size
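Luminescence read-out: rising ELG1-luciferase signal, reflecting elevated ELG1 protein under genetic stress, flags genotoxic compounds. Cells were treated for 16 hr at 37 °C before ONE-Glo detection.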
FLuc modulator: inhibits or activates purified firefly luciferase, miR-21 counter-screen; P08659; purified FLuc, Km substrates, luminescence inhibition; Potency, µM (top dose mostly 57.5 µM), without a hit: top-dose activity change, negative = inhibition, usual class: inhibitors; hit rate 6.9% among 360,000;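 also: plate controls were vehicle for no effect and reference inhibitor for full effect; nearly all actives have a fitted effect of over 55% in size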
Target sequence (P08659 whole entry, looked up): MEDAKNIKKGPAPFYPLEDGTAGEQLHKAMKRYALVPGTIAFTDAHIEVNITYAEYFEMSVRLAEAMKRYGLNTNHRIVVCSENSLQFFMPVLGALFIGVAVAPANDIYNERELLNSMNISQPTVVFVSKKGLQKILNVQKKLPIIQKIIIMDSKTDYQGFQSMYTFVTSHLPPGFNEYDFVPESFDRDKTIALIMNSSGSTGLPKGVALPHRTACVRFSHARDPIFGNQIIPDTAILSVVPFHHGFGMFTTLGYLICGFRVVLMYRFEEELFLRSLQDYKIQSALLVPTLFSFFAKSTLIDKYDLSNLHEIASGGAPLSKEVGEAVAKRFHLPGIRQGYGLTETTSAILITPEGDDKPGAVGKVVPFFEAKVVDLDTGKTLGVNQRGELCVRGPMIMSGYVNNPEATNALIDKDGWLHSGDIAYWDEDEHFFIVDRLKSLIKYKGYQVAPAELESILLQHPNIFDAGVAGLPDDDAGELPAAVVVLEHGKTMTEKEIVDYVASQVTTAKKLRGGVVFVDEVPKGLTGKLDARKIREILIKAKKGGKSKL
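Purified P. pyralis luciferase, 10 nM final, with Km-level 10 uM D-luciferin and 10 uM ATP in 50 mM Tris acetate pH 7.5, 10 mM Mg acetate, 0.01% Tween-20, 0.05% BSA; 6-point qHTS titration about 60 µM downward; luminescence read.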
RORgamma inh: ROR gamma (mouse) transcription inhibition | hit rate 5.4% among 310,000 | Potency, µM (series often up to 53.6 µM), without a hit: top-dose activity change, negative = inhibition, most hits filed as inhibitors | P51450 | Drosophila S2 Gal4-RORgamma UAS-luciferase reporter, 20 h; also: % is scaled to controls: 0 for no effect and ±100 for the full control effect; nearly all actives have a fitted effect of over 60% in size
Target sequence (P51450 whole entry, looked up, the tested form may be a part): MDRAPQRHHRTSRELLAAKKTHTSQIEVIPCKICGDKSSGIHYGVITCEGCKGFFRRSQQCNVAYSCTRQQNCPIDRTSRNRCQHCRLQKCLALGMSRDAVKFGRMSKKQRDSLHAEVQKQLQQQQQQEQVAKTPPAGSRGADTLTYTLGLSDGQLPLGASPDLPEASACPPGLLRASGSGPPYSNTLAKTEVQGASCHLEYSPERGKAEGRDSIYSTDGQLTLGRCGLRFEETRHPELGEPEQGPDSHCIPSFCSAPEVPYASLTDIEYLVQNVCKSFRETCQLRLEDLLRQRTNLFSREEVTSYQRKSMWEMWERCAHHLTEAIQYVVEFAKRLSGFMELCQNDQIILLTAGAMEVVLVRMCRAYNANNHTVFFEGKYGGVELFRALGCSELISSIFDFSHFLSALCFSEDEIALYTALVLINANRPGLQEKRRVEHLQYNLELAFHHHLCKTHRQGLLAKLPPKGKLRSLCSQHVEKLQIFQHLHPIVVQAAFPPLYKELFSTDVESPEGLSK
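Luciferase reporter read in Schneider cells carrying Gal4-RORγ (mouse) and UAS-Photinus luciferase; cells given compound 1 h before 700 uM copper sulfate induction, then incubated 20 h at ambient temperature.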
MBNL1-CUG inh: blocks human MBNL1 binding to CUG repeat RNA; TR-FRET MBNL1-His/biotin-(CUG)12 binding, 665/545 ratio; Potency, µM (top dose mostly 57.5 µM), without a hit: at the top dose activity change, negative = inhibition, usual class: inhibitors; AID 2675; hit rate 0.036% among 280,000; Q9NR56; active = well fitted inhibition curve with a large enough effect in the signal ratio, with a control signal flat, not every such curve was filed as active; inconclusive = small, poorly fitted or top-dose-only effect, or effect the other way, or a change in a side signal; inactive = no such curve, though single readings can be large or run the other way; the % refers to the signal ratio; also: % is scaled to controls: 0 for no effect and ±100 for the full control effect
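Compound titration spanned 92 nM–58 uM against the MBNL1-His/biotin-(CUG)12 complex. After 60 min at room temperature with 5 nM streptavidin-XL665 and 0.055 ng/ul terbium anti-His, ratiometric 665/545 nm emission (Ex 340 nm) normalized to controls.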
CXXC DNA block: inhibitors of human MLL CXXC domain-DNA interaction | AID 2662 | Q03164 | hit rate 0.037% among 290,000 | MLL-CXXC / FITC-HOXA9 DNA fluorescence polarization | Potency, µM (titrated, usually from 115 µM), for the others: at the top dose activity change, negative = inhibition, most hits filed as inhibitors; active = well fitted inhibition curve with a large enough effect in the polarisation, with a control signal flat, not every such curve was filed as active; inconclusive = small, poorly fitted or top-dose-only effect, or effect the other way, or a change in a side signal; inactive = no such curve, though single readings can be large or run the other way; the % refers to the polarisation
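Steps: dispense CXXC domain solution (7 uM) → pin compounds or unlabeled HOX-A9 DNA control → 5 min ambient → add FLSN-HOX-A9 solution (50 nM) → spin → 30 min ambient → fluorescence polarization. Tris pH 7.5/NaCl/DTT/BSA buffer.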
BRCA1 expr act: activators of BRCA1 expression | Potency, µM (doses to about 46.1 µM), without a hit: top-dose activation, most hits filed as activators | AID 624202 | MCF7-BRCA1-FFLuc reporter, luminescence, 48 h; response scale: scaled: vehicle 0%, 10 µM genistein 100% | hit rate 1.1% among 380,000; also: nearly all actives have a fitted effect of over 80% in size; some results filed as inactive show a strong effect at the top dose
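First, MCF7-BRCA1-FFLuc cells (2000/well) attach for 2 h; next, compounds are pin-added and incubated 48 h at 37 °C; finally, luciferase reagent is added and luminescence read after 15 min.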
uPA generation: inhibitors of cell surface uPA generation; cell surface uPA generation assay, qHTS; hit rate 0.31% among 330,000; Potency, µM (titrated, usually from 38.3 µM), for the others: at the top dose activity change, negative = inhibition, hits mostly inhibitors; active = well fitted inhibition curve with a large enough effect; inconclusive = small, poorly fitted or top-dose-only effect; inactive = no such curve, though single readings can be large or run the other way; tested in mouse RAW 264.7 cells; also: % is scaled to controls: 0 for no effect and ±100 for the full control effect; nearly all actives have a fitted effect of over 55% in size
Rab9 prom act: activators of Rab9 promoter; Huh7 Rab9 promoter-luciferase reporter, luminescence, 24 h; Potency, µM (doses to about 9.22 µM), without a hit: at the highest dose activation, negative = inhibition, hits mostly activators; hit rate 2.8% among 320,000; also: % of control where 0% means no effect; nearly all actives have a fitted effect of over 60% in size
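Stable Rab9-luc Huh7, 1500 cells/well, 2 h settle; cmpd in DMSO, 24 h, 37 °C/5% CO2; luciferase reagent 10 min RT; luminescence.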
NPC1 promoter act: activators of NPC1 promoter; Potency, µM (doses to about 9.22 µM), without a hit: top-dose activation, usual class: activators; Huh7 NPC1 promoter luciferase reporter, 24 h; hit rate 2.4% among 320,000;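 also: % of control where 0% means no effect; nearly all actives have a fitted effect of over 60% in size; reporter is driven by a mutant NPC1 promoter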
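Luciferase expression driven by the NPC1 promoter was measured in stably transfected Huh7 cells after a 24 h compound incubation, using a luciferase reagent and a luminescence read.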
VP16 counter: counter-screen for ROR gamma inhibitors: Gal4-VP16 reporter. Potency, µM (titrated, usually from 53.6 µM), for the others: at the top dose activity, negative = inhibition, hits mostly inhibitors. Drosophila S2 Gal4-VP16 UAS-luciferase, luminescence, 20 h. hit rate 3.5% among 310,000;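 also: Gal4-VP16 expression switched on by copper sulfate through the metallothionein promoter; % is scaled to controls: 0 for no effect and ±100 for the full control effect; nearly all actives have a fitted effect of over 50% in size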
p53 reactivator: re-activators of mutant p53; H1299 p53-A138V BP100-luciferase reporter, luminescence, 24 h; Potency, µM (series often up to 92.2 µM), inactives show at the highest dose activity change, positive = activation, actives largely listed as activators; hit rate 0.063% among 320,000; AID 504706; also: % of control where 0% means no effect; nearly all actives have a fitted effect of over 45% in size
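p53-null H1299 cells stably carrying temperature-sensitive p53-A138V and a BP100-luciferase reporter were pinned with compounds (4-point, 1:5 series) and held 24 hrs at 37 deg C. Luminescence was read 10 min after detection reagent.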
The depositor's hits bear a star; ? = inconclusive; . = no result given; [ ] = another dose, or the depositor's remark. Unless noted, calls follow the shape of the dose curve; as a rule, active = well fitted curve in the direction sought with a large enough effect; inconclusive = small, poorly fitted or top-dose-only effect, or another doubt; inactive = no such curve, though single readings can be large; an effect the other way counts as inactive or inconclusive. Potency is read from the fitted curve at half-maximal effect. A portion of the library; the hit share may differ from the screen's.

Each structure is followed by: ELG1 genotox	FLuc modulator	RORgamma inh	MBNL1-CUG inh	CXXC DNA block	BRCA1 expr act	uPA generation	Rab9 prom act	NPC1 promoter act	VP16 counter	p53 reactivator
> O=C1C(O)CC2c3ccccc3CC3(CCCC3)N12 (configuration not stated)
→ -2%	-1%	24%	3%	11%	-1%	-2%	1%	-2%	1%	-2%
> CCOc1ncccc1C(=O)Nc1ccc2nc(C)sc2c1
→ ?	?	2%	?	1%	39%	-4%	?	?	1%	4%
> O=C(Cn1c(=O)n(Cc2ccco2)c(=O)c2c3c(sc21)CCCC3)Nc1ccccc1
→ -4%	5%	-3%	-17%	4%	-24%	-5%	-7%	0%	-5%	-7%
> Cc1ccc2c(c1)nnn2C1CCN(CC(=O)N2c3ccccc3CC2C)CC1 (configuration not stated)
→ -6%	-7%	16%	11%	7%	5%	20%	-7%	-1%	-3%	5%
> CCC(=O)Nc1cc(NC(=O)CSc2ncc(-c3ccc(F)cc3)n2Cc2ccco2)ccc1C
→ 18µM*	12µM*	35%	-2%	-1%	?	4%	?	2.8µM*	14%	24%
> CCn1cc(C(=O)NCc2ccc(C)cc2)c(=O)c2cc(S(=O)(=O)N(C)C)ccc21
→ -1%	-1%	-17%	5%	-15%	-2%	8%	1%[1.84 µM]	-4%	0%	-13%
> CCOC(=O)C(C(C)=O)c1nc(C)nc2c1nnn2Cc1ccccc1Cl (configuration not stated)
→ -4%	-12%	-9%	?	1%	-32%	0%	-2%	-8%	-8%	-7%
> COC(CNC(=O)CC1C(=O)N(Cc2ccccc2)C(C)c2nc3ccccc3n21)OC (configuration not stated)
→ 1%	-3%	12%	-1%	7%	-15%	-1%	-1%	-2%	-4%	-1%
> COc1ccc(-c2cc(C)no2)cc1S(=O)(=O)Nc1ccccc1
→ ?	0%	-9%	-13%	19%	-39%	?	-8%	-18%	-1%	24%
> COc1ccc(OCCCC(=O)NNC(=O)CCN2CCN(c3ccccc3)CC2)cc1
→ 2%	5%	16%	-5%	?	-14%	-16%	1%	0%	-4%	-7%
> CCC(=O)N1CCc2cc(S(=O)(=O)N3CCCCCC3)ccc21
→ -4%	-2%	6%	-4%	6%	20%	5%	2%	-2%	2%	10%
> COc1ccc(N2CCN(C(=O)c3cccc(S(=O)(=O)N4CCCc5ccccc54)c3)CC2)cc1
→ -6%	5%	.	.	.	-3%	10%	-9%	1%	.	-3%
> CC1CC(=O)N(CC(=O)Nc2ccc(F)cc2)c2ccccc2S1(=O)=O (configuration not stated)
→ 4%	1%	-16%	-2%	-8%	12%	0%	0%	1%	5%	-2%
> COCCCN1C(=O)C(=O)/C(=C(/O)c2ccc(OC)cc2)C12C(=O)N(C)c1ccccc12 (configuration not stated)
→ -4%	-14%	-3%	28%	1%	3%	21%	-33%[inhibitor]	-4%	-5%	1%
> CCCCNC(=O)C1CCCN1C(=O)NC1CCCCC1 (configuration not stated)
→ 2%	2%	-32%	-2%	3%	3%	1%	2%	-1%	7%	4%

Gathered by group, those above with fluorine
Each structure is followed by: ELG1 genotox	FLuc modulator	RORgamma inh	MBNL1-CUG inh	CXXC DNA block	BRCA1 expr act	uPA generation	Rab9 prom act	NPC1 promoter act	VP16 counter	p53 reactivator
> CCC(=O)Nc1cc(NC(=O)CSc2ncc(-c3ccc(F)cc3)n2Cc2ccco2)ccc1C
→ 18µM*	12µM*	35%	-2%	-1%	?	4%	?	2.8µM*	14%	24%
> CC1CC(=O)N(CC(=O)Nc2ccc(F)cc2)c2ccccc2S1(=O)=O (configuration not stated)
→ 4%	1%	-16%	-2%	-8%	12%	0%	0%	1%	5%	-2%

Structures listed so far that bear a hit mark in NPC1 promoter act.
compound | RORgamma inh | CXXC DNA block | BRCA1 expr act | uPA generation | Rab9 prom act | NPC1 promoter act | p53 reactivator
CCC(=O)Nc1cc(NC(=O)CSc2ncc(-c3ccc(F)cc3)n2Cc2ccco2)ccc1C | 35% | -1% | ? | 4% | ? | 2.8µM* | 24%

The listing continues.
Each structure is followed by: ELG1 genotox	FLuc modulator	RORgamma inh	MBNL1-CUG inh	CXXC DNA block	BRCA1 expr act	uPA generation	Rab9 prom act	NPC1 promoter act	VP16 counter	p53 reactivator
> Cc1[nH]c2ccccc2c1CCN(Cc1cccnc1)C(=S)Nc1ccc(F)cc1
→ -10%	-1%	16%	-11%	18%	-17%	15%	2%	5%	-6%	3%
> CCOC(=O)c1sc2nc(N3CCOCC3)c3c(c2c1N)CCCC3
→ -3%	6%	-3%[10 µM]	7%	3%	-8%	2%	5%	2%	-22%	2%
> CC1CC(C)CN(C(=O)CCNS(=O)(=O)c2cccs2)C1 (configuration not stated)
→ 3%	-13%	-16%	-1%	12%	19%	1%	1%	0%	-2%	17%
> O=C(CNC(=S)NC(=O)c1ccccc1)c1ccccc1
→ 16%	17µM*	11µM*	3%	20%	69%	2%	6%	15%	?	25%
> Cc1ccc2[nH]c(=O)c3cc(C(=O)N4CCN(C(=O)c5ccco5)CC4)sc3c2c1
→ 2%	-17%	27%	?	-3%	3%	12%	4%	-1%	7%	4%
> Cc1cc(NC(=O)c2ccc(S(=O)(=O)N(C)CC3CCCO3)cc2)no1 (configuration not stated)
→ -2%	-1%	?	-4%	-6%	-2%	1%	6%	0%	-10%	1%
> CC(C)CC1(C)NC(=O)N(CC(=O)Nc2ccc3c(c2)CCC3)C1=O (configuration not stated)
→ 0%	2%	?	3%	0%	-75%[inhibitor]	2%	3%	-5%	19%	-1%
> O=C1C2C(C(=O)N1CC1CCCO1)C1C=CC2C12CC2 (configuration not stated)
→ .	-1%	4%	6%	-6%	-7%	8%	.	.	-9%	.
> CCn1c(C)nc2cc(C(=O)N/N=C/c3ccccc3)ccc21
→ 9.2µM*	21µM*	-39%	5%	20%	?	0%	3.5µM*	3.2µM*	?	24%
> C=C1CCN([C@H](C(=O)NCc2ccc(Cl)c(Cl)c2)C(C)C)S(=O)(=O)c2ccccc21
→ -6%	1%	6%	0%	4%	-18%	0%	0%	1%	-2%	0%
> CCOC(=O)c1ccc(NC(=O)CSc2nccn2C)cc1
→ ?	?	13%	0%	-2%	83%	2%	25%	7%	?	29%
> CC(=O)Nc1ccc(CC(=O)NCCC(c2ccccc2)c2ccccc2)cc1
→ -29%	-1%	-6%	-3%	7%	-33%	-14%	-5%	-3%	3%	3%
> CCOC(=O)c1ccc(-n2cccc2/C=C2\NC(=O)NC2=O)cc1
→ 0%	0%	.	.	.	-37%	?	-20%	-27%	.	?
> O=C(CN1C(=O)COc2ccc(S(=O)(=O)N3CCCC3)cc21)NC1CC1
→ 0%	0%	-5%	11%	-6%	0%	-1%	-7%	-4%	-6%	-1%
> CCN(CC)C(=O)Cc1c(O)c2ccccc2[nH]c1=O
→ -4%	-2%	1%	3%	-2%	-4%	4%	-7%	-2%	-5%	2%
> Cc1nnc2ccc(N3CCN(c4cccc(C(F)(F)F)c4)CC3)nn12
→ 4%	1%	-28%	13%	14%	-9%	-6%	-6%	0%	-13%	-15%
> COc1ccc(OCCC(=O)NC2CCCCC2)cc1
→ 2%	-2%	30%	1%	2%	-4%	3%	2%	0%	-1%	0%
> CCOc1ccccc1NC(=S)Nc1ccc(S(N)(=O)=O)cc1
→ -3%	3%	11µM*	8%	-2%	-18%	0%	-2%	1%	-26%	0%
> Cc1ccccc1N(C(=O)c1csnn1)C(C(=O)NC1CCCC1)c1ccncc1 (configuration not stated)
→ 3%	3%	-2%	0%	9%	-8%	6%	1%	3%	-17%	1%
> CCNC(=O)C12CCC(C)(C(=O)C1Br)C2(C)C (configuration not stated)
→ 3%	8%	-14%	?	-4%	12%	1%	-2%	0%	?	-1%
> CCn1cc(C(=O)NCCCN2CCCCCC2)c(=O)c2cc(S(=O)(=O)N3CCc4ccccc4C3)ccc21
→ -3%	-5%	-7%	-2%	17%	3%	-10%	-5%	-5%	-5%	8%
> CC1Cc2ccccc2N1C(=O)CSc1nnc(Cc2ccccc2)n1CCc1ccccc1 (configuration not stated)
→ -30%	4%	-41%	-7%	7%	-57%	-6%	2%	-5%	-9%	3%
